Screening data as filed in PubChem BioAssay.
MKP-3 inhibition = MKP-3 phosphatase inhibitors, primary screen, biochemical, rat enzyme, in vitro (AID 425); hit rate 0.17% among 110,000; inhibition, % at 20 µM, or IC50 in µM where a hit was titrated; recombinant MKP-3 phosphatase activity, fluorescence; higher % means a stronger effect; in the data active = inhibition above about 50%;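 note: plate controls were vehicle for no effect and reference inhibitor for full effect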
Hsp70 displacement = Hsp70 inhibitors, probe displacement, primary screen, biochemical, fluorescence polarization (AID 583); hit rate 0.06% among 140,000; Hsp70 fluorescence polarization probe displacement, mP; higher % means a stronger effect; one-dose displacement, % at 20 µM; IC50 in µM for titrated hits; in the data active = displacement above about 50%;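 note: plate controls were vehicle for no effect and reference ligand for full effect; a part of the inactive calls stands beside numbers as strong as those of hits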
The depositor's hits bear a star; . = not tested or not shown; & = joins results of further samples. Some of the compounds tested (hit frequency here may not be typical).

Below each compound – Hsp70 displacement	MKP-3 inhibition
O=C(NCC1(c2ccccc2)CCCC1)C(=O)N1CCOCC1
→ -0.7%	.
CCOc1ccc(Cl)cc1CSc1n[nH]c(CC)n1
→ 11%	-5%
COc1ccccc1NC(=O)CSc1nc(O)cc(=O)n1-c1ccccc1OC
→ 3.5%	-14%
COc1ccc2ccccc2c1/C=N/O
→ 1.1%	2%
CCC(=O)c1ccccc1OCCCn1cncn1
→ -3.6%	-3%
COCCCn1c(SCC(=O)N2CCc3ccccc32)nnc1-c1ccco1
→ -0.3%	.
Cc1cc(C)nc(SCC(=O)N/N=C/c2ccc([N+](=O)[O-])cc2)n1
→ 0.1%	1%
CCCC/C(C)=N\NC(=O)C(=O)NC(C)C
→ 3.1%	0%
O=C(CSc1ccccn1)Nc1nc2ccccc2s1
→ -6.0%	2%
O=C(Nc1ccccc1)NC1(C(=O)NCCCN2CCOCC2)CCCCC1
→ 3.9%	10%
CC1Cc2ccccc2N1C(=O)CSc1ncccc1C(=O)O (stereo not drawn)
→ 1.4%	-9%
CSc1nc(C)cc(-n2cc(Br)c(=O)[nH]c2=O)n1
→ -4.0%	3%
CCOC(=O)c1c(C(F)(F)C(F)(F)C(F)(F)C(F)(F)F)n[nH]c1C
→ -1.4%	9%
COC(=O)C(O)(CC(=O)c1ccc(OC)cc1)C(F)(F)F (stereo not drawn)
→ -0.7%	-4%
CCn1c(CNc2ccc(C)cc2)nnc1SCC(=O)NCc1ccccc1
→ -0.5%	-6%
CC1CCN(S(=O)(=O)c2ccc(NC(=O)Cn3nnc(-c4ccccc4F)n3)cc2)CC1
→ 7.7%	-7%
CCN(CC)CCNc1ccnc2cc(Cl)ccc12
→ 7.1%	-12%
O=C(CN1C(=O)NC2(CCCc3ccccc32)C1=O)N1CCc2ccccc2C1 (stereo not drawn)
→ 2.8%	-8%
CC(=C/C(=O)O)/C=C/c1c[nH]c2ccccc12
→ 0.7%	1%
O=C(Nc1ccc(S(=O)(=O)N2CCC(C(=O)NC3CCCCC3)CC2)cc1)c1ccco1
→ -4.5%	2%
CCN(CC)c1ccc(/C=C2\SC(=S)N(CCc3ccccc3)C2=O)cc1
→ -128%	-4%
Cc1ccc(C(=O)NNC(=O)c2ccc(O)cc2)cc1
→ -4.0%	2%
CC1=CC(C)C2COC(c3cccnc3)C1C2C (stereo not drawn)
→ -0.4%	0%
COc1ccc(CCNC(=O)C2CCN(S(=O)(=O)c3cnc[nH]3)CC2)cc1OC
→ 5.1%	11%
COC(=O)c1ccc(OCC(O)CN2CCC(C)CC2)cc1 (stereo not drawn)
→ 2.9%	-1%
CCCOc1ccc(S(=O)(=O)NCc2ccc(OC)cc2)cc1
→ 1.0%	-4%
Cc1cc(NC(=O)c2ccccc2)sc1C
→ -0.5%&4.0%	-9%&-5%
COc1ccc(C(=O)Cn2c(N3CCCCC3)nc3c2c(=O)n(C)c(=O)n3C)cc1OC
→ -6.4%	-12%
Cc1ccc(N2CC(C(=O)Nc3cc(C)ccc3F)CC2=O)cc1 (stereo not drawn)
→ 7.8%&4.9%	0%&-2%
O=C(O)C1C2C=CC(C3CC23)C1C(=O)NCCc1ccccc1 (stereo not drawn)
→ -0.4%	-14%
O=C(Nc1ccc2c(c1)OCO2)c1c(F)cccc1F
→ 0.0%	-8%
O=C(CCCN1C(=O)CCC1=O)Nc1ccccc1F
→ -6.6%	.
Cc1nc2sc3c(c2c2nc(-c4ccco4)nn12)CC(C)(C)OC3
→ 1.2%	-2%
Cc1cccc(NC(=O)CC2CCCCC2)c1
→ -6.4%	3%
COc1ccc(-c2nnc3sc(COc4ccc(C)cc4)nn23)cc1
→ 3.4%	-5%
CCOC(=O)c1c(NC(=O)CC2SC(N)=NC2=O)sc(C)c1C (stereo not drawn)
→ 0.5%	4%
CCN(CC)C(=O)CSc1nc2ccc(NC(=O)CSc3nccn3C)cc2s1
→ -2.3%	4%
CC(=O)c1ccc(N2CCN(C(=O)C3CCC3)CC2)cc1
→ -1.9%	-9%
Cc1ccc(N2C(=O)C3C4C=CC(C4)C3C2=O)cc1C (stereo not drawn)
→ 4.4%	-4%
Cc1ccc(S(=O)(=O)NN2C(=O)/C(=C/c3ccc(C(=O)O)cc3)SC2=S)cc1
→ -7.1%	1%
Cc1cc(O)cc(O)c1C(=O)Cc1cscn1
→ 0.6%	0%
CC(C)C(=O)Nc1ccc(Cl)c(-c2nc3ccccc3[nH]2)c1
→ -7.0%	3%
O=c1oc2c(F)c(F)c(F)c(F)c2c2[nH]ncc12
→ 1.2%	8%
Cc1cccc(NC(=O)CSC(N)=O)c1
→ 0.4%	4%
CCOc1cc(/C=C(\C#N)c2nc3ccccc3s2)ccc1O
→ 2.1%	1%
CSc1cc(/C=N/O)c(SC)s1
→ 3.6%	-9%
COc1ccc2c(C)nc(Nc3nc(C)cc(C)n3)nc2c1
→ -4.4%	-10%
O=C(c1ccco1)N1CCN(C(=O)c2ccccc2Oc2ccccc2)CC1
→ 3.1%	-4%
COc1ccc(NC(=O)CN(c2cccc(C(F)(F)F)c2)S(C)(=O)=O)cc1
→ -1.4%	0%
CS(=O)(=O)N(CCc1ccccc1)CC(=O)NCc1cccnc1
→ 2.0%	-1%
CCOC(=O)c1cc(OC(=O)c2cccs2)n(-c2ccccc2)n1
→ 15%	-5%
CCCCc1c(C)nc(N/N=C/c2cccc(OC)c2O)[nH]c1=O
→ 3.8%	1%
Cc1ccc(C2CC(C(F)(F)F)n3ncc(C(=O)Nc4ccccc4C(F)(F)F)c3N2)cc1 (stereo not drawn)
→ -0.3%	-1%
O=C(NCCOc1ccccc1)c1cccc2ccccc12
→ -0.3%	3%
Cc1ccc(N2NC(=O)/C(=C/c3cccc(Br)c3)C2=O)cc1
→ 2.9%	4%
O=C1NC(c2cccs2)C(C(=O)c2ccccc2)C(O)(C(F)(F)F)N1 (stereo not drawn)
→ 2.1%	-10%
CCOC(=O)C(C)c1n[nH]c(=O)c2ccccc12 (stereo not drawn)
→ 1.6%	6%
O=C(Oc1ccc(/C=C2/SC(=S)N(c3ccccc3)C2=O)cc1)c1ccccc1
→ 3.6%	-2%
Cc1ccc(-c2cc(C(F)(F)F)n3ncc(C(=O)NCC4CCCO4)c3n2)cc1 (stereo not drawn)
→ 0.0%	2%
Cc1ccc(-c2csc(NC(=O)c3ccc(F)cc3)n2)cc1
→ 0.9%	4%

The final 6 entries of the part above are carried over, then new ones follow:
Below each compound – Hsp70 displacement	MKP-3 inhibition
Cc1ccc(N2NC(=O)/C(=C/c3cccc(Br)c3)C2=O)cc1
→ 2.9%	4%
O=C1NC(c2cccs2)C(C(=O)c2ccccc2)C(O)(C(F)(F)F)N1 (stereo not drawn)
→ 2.1%	-10%
CCOC(=O)C(C)c1n[nH]c(=O)c2ccccc12 (stereo not drawn)
→ 1.6%	6%
O=C(Oc1ccc(/C=C2/SC(=S)N(c3ccccc3)C2=O)cc1)c1ccccc1
→ 3.6%	-2%
Cc1ccc(-c2cc(C(F)(F)F)n3ncc(C(=O)NCC4CCCO4)c3n2)cc1 (stereo not drawn)
→ 0.0%	2%
Cc1ccc(-c2csc(NC(=O)c3ccc(F)cc3)n2)cc1
→ 0.9%	4%
Cc1ccc(C)c(N2CCN(C(=O)C3CCCN(S(=O)(=O)c4c(C)[nH]c(=O)[nH]c4=O)C3)CC2)c1 (stereo not drawn)
→ .	1%
COc1ncnc2c1NC1=C(S2)C(=NCCC(=O)O)CC(C)(C)C1
→ 33%	.
c1ccc(CSc2nnc(-c3cccs3)n2Cc2ccco2)cc1
→ 1.0%	3%
O=C(CCC1CCCC1)Nc1ccc(F)c([N+](=O)[O-])c1
→ 4.8%	4%
CC(C)(C)NC(=O)NC(=O)COC(=O)Cn1c(C(F)(F)F)nc2ccccc21
→ 1.6%	-4%
c1ccc(CNc2ccc3c(c2)ncn3C2CCCCC2)nc1
→ 3.8%	-1%
CCCn1c(SCC(=O)Nc2nonc2C)nnc1-c1ccoc1C
→ -2.7%	-10%
Cc1ccc(S(=O)(=O)N2CCN(C(=O)COc3ccc(Cl)cc3)CC2)cc1
→ 0.9%	3%
O=C(O)c1ccc2c(c1)C(=O)N(Cc1ccc3c(c1)OCO3)C2=O
→ 2.7%	.
CCCCNC(=O)OCCNC(=O)NC
→ 0.6%	5%
N#CC1=C(SCC(=O)NC2CC2)NC(=O)C(C#N)C12CCCCC2 (stereo not drawn)
→ 4.2%	-18%
COc1ccc2c(c1)CCc1c(C(=O)NCCCn3ccnc3)noc1-2
→ 2.8%	2%
COc1cc(CN2CCN(S(=O)(=O)c3ccc(F)cc3)CC2)cc(OC)c1OC
→ -1.5%	-6%
Nc1c2c(nc3ccn(Cc4ccccc4)c(=O)c13)CCC2
→ 4.3%	0%
CCOc1cc(NC(=O)c2ccco2)c(OCC)cc1NC(=O)Cc1cccc(OC)c1
→ 3.1%	-12%
CCCc1cc2c(-c3ccccc3)cc(=O)oc2cc1OC(C)C(=O)OC (stereo not drawn)
→ 0.3%	2%
Cc1cccc(C=Nc2ccccc2C(N)=O)c1
→ 0.7%	.
COC(=O)C1=C(C)N=c2s/c(=C\c3ccccc3F)c(=O)n2C1/C=C/c1ccccc1 (stereo not drawn)
→ -6.9%	-1%
C=C(C)CSc1nnc2n(C)c(=O)c3c4c(sc3n12)CCC4
→ 3.0%	0%
Cn1c(=O)c(-c2nc3ccccc3c(=O)[nH]2)c(O)c2ccccc21
→ 3.7%	1%
COc1ccc(CNC(=O)C2CC(=O)N(c3ccc(OCC(=O)N4C(C)CCCC4C)cc3)C2)cc1 (stereo not drawn)
→ 1.0%	-5%
CC(=O)c1ccc(NC(=O)/C=C/c2cccc([N+](=O)[O-])c2)cc1
→ 3.8%	0%
CC(=O)Nc1ccc(S(=O)(=O)Nc2ccccc2Br)cc1
→ 3.2%	0%
Cc1ncc(C[n+]2csc(CCOC(=O)C3C4CC5CC(C4)CC3C5)c2C)c(N)n1 (stereo not drawn)
→ 1.1%	-1%
COc1cccc(C2C(C#N)=C(N)OC3=C2C(=O)CC(c2ccco2)C3)c1OCc1ccc(F)cc1 (stereo not drawn)
→ 4.7%	-7%
Cc1ccc(N2CCn3c2nc2c3c(=O)n(CCc3ccccc3)c(=O)n2C)cc1
→ 1.4%	-1%
Cc1[nH]c(=S)[nH]c(=O)c1CCOc1ccccc1
→ -2.9%	3%
CCOC(=O)c1c(N)sc2c1CCC(CC)C2 (stereo not drawn)
→ 3.4%	.
COc1ccccc1CN(Cc1nc2ccccc2c(=O)[nH]1)S(=O)(=O)c1ccc(C)cc1
→ -3.3%	.
CC(Nc1n[nH]c(=O)[nH]c1=O)C(=O)N/N=C/c1ccccc1Cl (stereo not drawn)
→ -2.8%	3%

Some values from the list.
CC(C)C(=O)Nc1ccc(Cl)c(-c2nc3ccccc3[nH]2)c1 in MKP-3 inhibition has 3%
c1ccc(CNc2ccc3c(c2)ncn3C2CCCCC2)nc1 in Hsp70 displacement has 3.8%
O=C(Nc1ccccc1)NC1(C(=O)NCCCN2CCOCC2)CCCCC1 in MKP-3 inhibition has 10%
COc1ccc2c(c1)CCc1c(C(=O)NCCCn3ccnc3)noc1-2 in MKP-3 inhibition has 2%
Cc1ccc(N2C(=O)C3C4C=CC(C4)C3C2=O)cc1C (stereo not drawn) in Hsp70 displacement has 4.4%
Cc1ccc(N2NC(=O)/C(=C/c3cccc(Br)c3)C2=O)cc1 in MKP-3 inhibition has 4%

Continued.
Below each compound – Hsp70 displacement	MKP-3 inhibition
Cn1c(C(=O)NCc2cccs2)cc2oc3ccccc3c21
→ -3.2%	-4%
COc1cc2ccccc2cc1C(=O)Nc1ccccc1O
→ -2.2%	3%
O=C(Nc1cccnc1)c1cc2nc(C3CC3)cc(C(F)(F)F)n2n1
→ 4.1%	-2%
Cc1c(C#N)c2nc3ccccc3n2c(=O)/c1=C\c1c(O)n(-c2ccc(Br)cc2)[nH]c1=O
→ 25%	3%
CC(=O)C1=C(N2CCCCC2)CCC1=O
→ 4.2%	1%
CC1=C(C)CC(C(=O)NCc2ccc3c(c2)OCO3)C(C(=O)O)C1 (stereo not drawn)
→ 6.1%	.
Cc1ccc(CN2CCN(C(=O)C3CCCO3)CC2)cc1 (stereo not drawn)
→ -4.4%	-20%
O=C(CCNS(=O)(=O)c1ccc(Br)s1)NC1CCCC1
→ -8.8%	3%
COc1ccc(C)cc1NC(=O)CN(c1ccccc1)S(C)(=O)=O
→ -1.1%	-2%
Cc1nc2cc(-c3ccccc3)nn2c(C)c1C
→ 3.0%	3%
O=C(Nc1ccc(Cl)c(Cl)c1)c1nn2c(c1Br)NC(c1cccs1)CC2C(F)(F)F (stereo not drawn)
→ -2.4%	1%
COC(=O)N1CC(C)N(C(=O)OC)CC1C (stereo not drawn)
→ 0.2%	-13%
CN1CCN(S(=O)(=O)c2ccc(-c3ccccc3)cc2)CC1
→ -1.6%	-8%
c1cc2c(cc1C1OCC3(CO1)COC(c1ccc4c(c1)OCO4)OC3)OCO2 (stereo not drawn)
→ -0.3%	-1%
O=C(Nn1cnnc1)c1cc2cc(Br)ccc2oc1=O
→ 2.9%	0%
O=C(c1ccc(F)cc1)N1CCN(c2ccc([N+](=O)[O-])cc2Cl)CC1
→ -0.2%	4%
O=C/C(=C\Nc1ccc(S(=O)(=O)CCO)cc1)c1nc2cc(Cl)ccc2o1
→ 2.4%	0%
COc1ccc(CN(C2CCCC2)S(=O)(=O)c2ccc(-n3cnnn3)cc2)cc1
→ 2.1%	1%
Cc1cc(C)cc(NC(=O)CSc2nnc(CNC(=O)c3cccs3)o2)c1
→ .	4%
NC(=O)c1ccccc1NC(=O)c1ccccc1
→ 2.6%	-4%
CC1=C(C(=O)Nc2ccccc2)C(c2cccc(O)c2)NC(=S)N1 (stereo not drawn)
→ 1.1%	0%
CCN(CC)CCn1c(NCc2nc3ccccc3n2Cc2ccccc2)nc2ccccc21
→ -0.1%	.
C[C@H]1C[C@H]2[C@@H]3CCC4=CC(=O)C=C[C@]4(C)[C@@]3(Cl)[C@@H](O)C[C@]2(C)[C@@]1(O)C(=O)CO
→ -0.6%	.
